Screens (PubChem)
FAS-TE inh – inhibitors of human fatty acid synthase thioesterase domain; P49327; recombinant FAS-TE, OMFH fluorogenic substrate, fluorescence endpoint; inhibition, % at 15 µM; 0.67% of 360,000 active;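 active = compounds whose normalised, plate-corrected inhibition of enzyme fluorescence in the single-dose primary screen is 50% or more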;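 also: 0% = DMSO with enzyme and 100% = substrate without enzyme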
eLon inh – inhibits E. coli Lon protease | P0A9M0 | purified E. coli Lon protease, fluorescence polarization | inhibition, % at 7.94 µM | 0.42% of 360,000 active; in the data active = inhibition above about 13%, passing the limit was not always enough;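 also: 0% = enzyme with probe and DMSO and 100% = no enzyme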
Target sequence (P0A9M0 whole entry, looked up): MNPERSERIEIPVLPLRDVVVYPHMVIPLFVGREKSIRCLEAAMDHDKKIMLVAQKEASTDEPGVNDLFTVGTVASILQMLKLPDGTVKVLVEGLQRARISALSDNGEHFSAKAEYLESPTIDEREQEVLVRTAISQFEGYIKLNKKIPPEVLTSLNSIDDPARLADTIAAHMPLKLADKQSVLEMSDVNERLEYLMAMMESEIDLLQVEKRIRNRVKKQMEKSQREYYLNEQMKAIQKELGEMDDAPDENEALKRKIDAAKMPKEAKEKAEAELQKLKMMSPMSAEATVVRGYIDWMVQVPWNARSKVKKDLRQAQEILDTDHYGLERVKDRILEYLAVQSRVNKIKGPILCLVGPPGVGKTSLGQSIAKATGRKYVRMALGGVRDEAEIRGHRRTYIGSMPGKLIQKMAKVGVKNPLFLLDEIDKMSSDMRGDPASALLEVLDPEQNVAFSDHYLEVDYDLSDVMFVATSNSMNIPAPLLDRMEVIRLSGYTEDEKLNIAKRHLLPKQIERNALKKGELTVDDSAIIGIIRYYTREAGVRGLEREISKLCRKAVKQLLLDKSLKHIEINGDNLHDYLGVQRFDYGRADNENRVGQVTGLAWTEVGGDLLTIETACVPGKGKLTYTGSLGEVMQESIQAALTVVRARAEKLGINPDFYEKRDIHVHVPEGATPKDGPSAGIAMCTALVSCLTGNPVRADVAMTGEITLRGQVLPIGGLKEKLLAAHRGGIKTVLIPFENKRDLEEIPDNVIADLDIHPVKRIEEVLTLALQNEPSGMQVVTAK
CendR NRP1 mod – NRP-1/CendR interaction modulation | FAM-RPARPAR peptide binding to NRP-1, fluorescence polarization | 0.85% of 360,000 active | inhibition, % at 25 µM | AID 602438;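 active = inhibition or corrected inhibition above about 18%, plus a signal ratio from 0.5 to 1.5, limit read from the data, passing the limit was not always enough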; also: strong numbers were not always called active
MsrA inhibitor – bovine MsrA inhibition; inhibition, % at 15.5 µM; purified bovine MsrA, absorbance read-out; 0.75% of 360,000 active; in the data active = inhibition above about 4.5%;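 also: 0% = vehicle wells with enzyme and 100% = reference inhibitor wells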
Rin1 Abl inh – inhibitors of human Rin1-Abl protein interaction | P00519+Q13671 | TR-FRET Rin1/Abl binding, biochemical | inhibition, % at 7.35 µM | 0.4% of 360,000 active; in the data active = inhibition above about 5%, passing the limit was not always enough
Neddylation inh – inhibitors of human cullin neddylation; P61081+Q13564; TR-FRET cullin neddylation, biochemical; calls only at 25 µM; 0.58% of 360,000 active; in the data active = inhibition above about 36%
SKN-1 block – blocks SKN-1 activity in C. elegans; C. elegans VP596 Pgst-4::GFP/RFP ratio, acrylamide-induced, 24 h; inhibition, % at 21.8 µM; 0.49% of 360,000 active;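 active = interference check ratio from 0.5 to 1.5 plus GFP to RFP signal ratio inhibition reaching or exceeding a fixed threshold, cut at about 30% in these data, passing the limit was not always enough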; also: some compounds called inactive have numbers as strong as hits
bovine MsrA act – activates bovine MsrA enzyme; purified bovine MsrA, absorbance read-out; activation, % at 10.6 µM; 0.3% of 360,000 active; in the data active = activation above about 7.5%;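 also: 0% = vehicle and 100% = reference activator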
MT1-MMP act inh – MT1-MMP (human) activation inhibition | HT1080 RFP-PRO-GFP cells, GFP/RFP ratio fluorescence, overnight; percent of plate control window, DMSO zero | GFP/RFP ratio change, % at 20 µM | 0.061% of 360,000 active;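 active = GFP/RFP ratio change of at least 30% with cell ATP level not reduced by more than half and red fluorescence within 50% of control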; also: strong numbers were not always called active
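Assay system: RFP-PRO-GFP reporter HT1080 cells; read-out basis: GFP/RFP fluorescence ratio; benchmarks: DMSO wells and RFP-L50D-GFP cells; doses: 20 µM single dose, 1% DMSO; schedule: overnight cell settling, then overnight compound exposure, 37 °C, 5% CO2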
Numbers without * were called inactive; i = inactive; nt = no result given; + = active, no number.

Compound	FAS-TE inh	eLon inh	CendR NRP1 mod	MsrA inhibitor	Rin1 Abl inh	Neddylation inh	SKN-1 block	bovine MsrA act	MT1-MMP act inh
N#CC1=C(N)Oc2n[nH]c(-c3ccc(F)cc3)c2C1c1cccnc1 (centres undefined)	-9	0	7	-1.2	0	i	-12	-2	-18
O=C(O)C1CCN(C(=O)CSc2nnc(-c3ccccc3)o2)CC1	-9	-2	-3	-1.6	0	i	0	0	1
O=C1C2C3C=CC(C2C(=O)N1c1ccc(O)cc1)C1C2C(=O)N(c4ccc(O)cc4)C(=O)C2C31 (centres undefined)	-6	-7	21	0.5	4	i	1	-6	-1
COc1ccnc(Oc2ccccc2)c1C(=O)N/C=N/OCc1ccccc1F	6	5	3	0.5	0	i	3	-1	1
COc1ccc(OC)c(S(=O)(=O)N2CCCC(C(=O)NCCN3CCOCC3)C2)c1 (centres undefined)	-2	2	12	2.5	1	i	-7	-2	-3
CN(Cc1c(F)cccc1Cl)C(=O)c1ccc(COc2ccccc2)cc1	25	6	-4	1.1	0	i	6	-2	-2
O=C(N/N=C/c1ccncc1)c1ccccc1	-9	-6	0	-0.7	0	i	-6	-1	-1
CCOC(=O)c1cc2sccc2n1CC(=O)N1CCN(C(=O)c2ccco2)CC1	-5	4	3	-0.6	1	i	10	-1	-4
Cc1ccc(COC(=O)c2cccc(S(=O)(=O)N3CCCCCC3)c2)cc1	33	3	-1	0.7	3	i	-4	-3	-3
COc1cccc(CN2C(=O)c3cccc(N)c3C2=O)c1	2	18	-14	-0.4	-4	nt	1	-11	-5
CCc1n[nH]c(=S)n1/N=C/c1ccc(N(CC)CC)cc1	2	-5	7	2.7	-5	i	3	-1	-1
NC(=O)c1ccsc1NC(=O)COC(=O)Cc1cccc2ccccc12	13	-4	-6	0.8	-2	i	-7	-1	-3
O=C(CSc1nc2scc(-c3ccccc3)c2c(=O)[nH]1)N1CCOCC1	-4	0	9	2.9	-1	i	6	0	-2
Cc1ccc(OCCC(=O)Nc2ccccc2C(=O)N2CCCCC2)cc1	-5	4	-8	-0.2	2	i	1	-3	-4
Cc1ccc(C)c(N2CCN(C(=O)CCS(=O)(=O)c3ccc4c(c3)NC(=O)C(C)S4)CC2)c1 (centres undefined)	4	-14	-1	1.2	6	i	-3	-3	-4
CCOC(=O)Cc1nnc(NC(=O)C2CCCCC2)s1	6	5	8	1.0	3	i	8	-2	3
C=CCc1ccc(OCCOc2cccc(/C=N/n3cnnc3)c2)c(OC)c1	1	-1	9	0.3	-6	i	19	-3	2
O=C(CCCC(=O)N1CCCc2ccccc21)N1CCCc2ccccc21	2	-3	-53	-1.1	8	i	2	1	-2
CC(=O)OCCn1c2nc(=O)[nH]c(=O)c-2nc2cc(C)c(C)cc21	-135	+	131	0.8	-8	i	-182	13*	-132
O=C(N/N=C/c1ccco1)c1ccc(C(=O)N/N=C/c2ccco2)o1	-4	2	6	10*	-1	i	-10	-14	-1
O=C(NCCN1C(=O)CCC1=O)c1ccncc1	-2	4	6	-0.7	-3	i	17	-2	1
Cc1cc(=O)n2c3ccccc3n(C)c2n1	-3	-1	-10	1.6	0	i	12	-5	1
Cc1ccccc1C(=O)NC(NCc1ccco1)C(Cl)(Cl)Cl (centres undefined)	-8	-4	5	-1.5	-1	i	-11	-9	5
N#C/C(=C\c1c[nH]c2ccccc12)c1nnc2n1CCCCC2	-9	1	2	3.4	-1	i	3	-4	9
CCNc1nc(SC(C)C(=O)OC)nc(N(C)C)n1 (centres undefined)	-6	-9	-6	0.3	-3	i	-7	-15	4
COc1ccccc1/C=N\NC(=O)c1ccc(COc2ccc(C)c(C)c2)o1	-2	1	2	0.7	-4	i	1	-7	0
O=C(c1ccc([N+](=O)[O-])cc1)N(Cc1ccc(Br)cc1)N1C(=O)CCCC1=O	34	2	6	-0.8	3	i	-13	-7	2
Clc1ccc(CSC2=NCCCN2)cc1Cl	-8	-3	6	-0.4	-1	i	-33	0	1
Cc1ccc(S(=O)(=O)N2CCC(=O)N(CCOCc3cccc(C(F)(F)F)c3)CC2)cc1	9	3	5	-0.7	1	i	9	6	3
CC(C)(C)Cc1nc(-c2ccc(Cl)cc2)no1	4	-3	1	-0.1	-5	i	6	-3	3
CCOC(=O)CSC1=C(C#N)C(c2ccc(F)cc2)C(C(C)=O)=C(C)N1 (centres undefined)	10	-4	-8	0.1	2	i	4	1	4
CCc1noc(C)c1C(=O)Nc1cc(C(F)(F)F)ccc1-n1cncn1	0	1	0	0.1	1	i	0	-2	-5
c1cc(-c2ccc3c(c2)CCO3)n2cnnc2c1	-4	2	-8	1.9	2	i	-12	-3	2
CCc1nc2c(OCCOc3ccc(F)cc3)cccn2c1N(C)C(=O)C(C)C	-6	-3	-8	-0.1	0	i	16	1	0
COc1ccnc(N2CCN(c3ccccc3)CC2)c1C#N	3	-8	11	1.3	-2	i	12	-5	2
OC[C@@H](O)[C@@H](O)[C@H](O)[C@H](O)CO	-2	4	-6	0.3	4	i	-4	-1	4
O=C(CCNS(=O)(=O)c1cccs1)N1CCN(c2cccc(C(F)(F)F)c2)CC1	5	-6	20	-0.5	3	i	-7	-3	-2
CS(=O)(=O)N(CC(=O)Nc1cccc(Cl)c1)c1ccccc1Cl	4	4	-3	0.2	-1	i	1	1	1
N#Cc1cccc(C(=O)Nc2cccc(S(=O)(=O)N3CCCC3)c2)c1	6	-11	-5	-0.3	3	i	11	-3	0
O=C(NC1CCCCC1)C(c1ccc2ncccc2c1)N(Cc1cccs1)C(=O)c1cccs1 (centres undefined)	12	1	8	1.8	1	i	16	-3	-4
COC(=O)/C=c1\sc2n(c1=O)C(C)=CC(C)(C)N=2	-6	2	-14	2.1	-1	i	16	-5	4
C/C(=C/C(=O)Nc1cccc(F)c1)N1CCCC1	-3	3	1	1.9	1	i	11	-3	0
NC(=O)C1CC(=O)N(c2ccc(OCC(=O)NCc3ccccc3)cc2)C1 (centres undefined)	-4	-4	-1	0.8	2	i	19	-3	1
CCOC(=O)N1CCN(C(=O)c2cn(C)c3ccc(S(=O)(=O)N(CC)CC)cc3c2=O)CC1	-9	1	11	1.9	0	i	1	-7	6
CC#Cc1cc2c(cc1O)CCC1C2CCC2(C)C(O)CCC12 (centres undefined)	3	-9	-4	-0.8	1	i	7	0	-4
CCC(N=c1cc(-c2ccc(OC)c(OC)c2)oc2ccc(C)cc12)C(=O)O (centres undefined)	-6	-6	4	3.7	-1	i	5	-8	5
CCn1c(SCC(=O)Nc2nccc(C)n2)nc2ccccc21	-5	9	-3	0.6	-1	i	-1	-2	1
C=C(C)Cn1c(SCC(=O)O)nnc1-c1ccc(OC)cc1	-6	5	-7	-1.2	-4	i	4	-2	2
COc1cc(C(=O)NNC(=O)/C=C/c2ccccc2)cc(OC)c1OC	-4	-8	-5	1.1	3	i	-11	-7	0
CCOC(=O)CSC1=C(C#N)C(c2ccc(C)s2)CC(=O)N1 (centres undefined)	-5	4	0	1.4	-4	i	5	0	7
COC(=O)c1ccc(CN(c2ccccc2Cl)S(C)(=O)=O)cc1	4	-2	10	-0.3	8	i	-8	-7	2
CCc1[nH]c(=O)[nH]c1C(C)S(=O)(=O)c1ccc(C)cc1 (centres undefined)	-7	-7	-2	2.0	-1	i	-11	-6	1
Cc1ccc(S(=O)(=O)c2c(C)nn(C(C)(C)C)c2OC(=O)CC(C)C)cc1	23	-2	15	-1.7	-1	i	9	1	-3
CN(C)C(=O)N=NC(=O)N(C)C	-2	7	-12	-0.4	1	i	6	1	4
Cc1ccccc1NC(=O)Nc1ccccc1C(=O)NCc1ccccc1	1	-3	5	0.3	-1	i	2	7	11
Cc1ccc(-c2nn3nnnc3c3ccccc23)cc1	1	2	10	-0.4	4	i	11	5	-1
CSc1cnc2c(N)nc(N(C)C)nc2n1	-9	-19	-4	1.1	-1	i	0	-3	0
COc1ccc(-c2ccc(SCC(=O)N3c4ccccc4CC3C)nn2)cc1OC (centres undefined)	19	-8	-1	0.7	-5	i	14	-2	-9
COc1ccc(-c2c(NC(=O)c3ccco3)oc3c(C)cccc3c2=O)cc1	-3	10	6	1.8	-2	i	5	-6	2
COc1ccc(-c2nc(CS(=O)CC(=O)NCc3ccc(Cl)cc3)c(C)o2)cc1OC (centres undefined)	-1	-2	-2	-1.2	-3	i	-2	-2	1

The results go on.
Compound	FAS-TE inh	eLon inh	CendR NRP1 mod	MsrA inhibitor	Rin1 Abl inh	Neddylation inh	SKN-1 block	bovine MsrA act	MT1-MMP act inh
CCOC(=O)c1cc(CC)sc1/N=C/C1C(=O)CCCC1=O	-4	-5	1	2.2	4	i	-18	-5	-1
N#Cc1cccc(C(Br)S(=O)(=O)c2ccccc2)c1 (centres undefined)	-9	-2	3	0.1	4	i	4	-4	0
CCOc1ccc2c(c1)c(N=O)c(O)n2C	-42	-7	0	0.0	-7	i	-3	-8	5
Cc1onc(-c2ccccc2)c1C(=O)NC(=S)Nc1sc2c(c1C#N)CCCC2	45	-4	-15	-0.1	1	i	1	-2	0
CCOc1cc(/C=C2\SC(=O)N(CC(=O)Nc3ccccc3F)C2=O)cc([N+](=O)[O-])c1O	9	-8	12	-0.3	3	i	4	-12	13
Cc1cc(C)n(CC(O)CN(c2ccccc2)S(=O)(=O)c2ccc3ccccc3c2)n1 (centres undefined)	-2	1	-7	-0.5	-1	i	3	0	0
CCN(CC)C(=O)C1=C(C)N(CCCN2CCCC2=O)C(=O)C(CC(=O)NCCCN(C)C)C1 (centres undefined)	-12	-7	7	1.1	1	i	5	-8	2
Cc1ccccc1S(=O)(=O)c1cc(C#N)c(=O)[nH]c1N	-8	-1	15	0.2	5	i	11	-6	-2
CCc1cc(C(=O)NCC(c2cccs2)N2CCOCC2)sc1C (centres undefined)	-1	-5	5	0.3	-5	i	16	-2	-1
Cn1c(=O)c2c(-c3ccccc3)n(N3CCOCC3)cc2n(C)c1=O	-4	0	-11	-0.2	2	i	5	-2	5
CCN(CC)c1ccc(NC(=O)c2ccc(Cl)nc2)cc1	-2	-8	-4	0.6	1	i	5	-3	-9
CCN(CC)C(=O)CSc1nc2cc(OC)c(OC)cc2c(=O)n1Cc1ccc(Cl)cc1	40	1	-27	2.1	-1	i	9	-2	-2
CCN(CC)S(=O)(=O)c1cccc(C(=O)/C=C2/N(C)c3ccccc3C2(C)C)c1	36	1	8	0.5	4	nt	0	-1	-2
Cc1cc(NC(=O)c2cccs2)cc(-c2nc3ncccc3o2)c1O	0	-11	9	-0.3	1	i	12	-1	5
Cc1ccc(C(=O)N[C@H](C(=O)Nc2ccc(N3CCOCC3)cc2)C(C)C)cc1	-3	0	3	1.1	-1	i	4	-3	-10
Cc1cccc(C(=O)Oc2ccccc2C(=O)N2CCOCC2)c1	-2	5	-5	1.0	2	i	-7	-4	-2
O=C(NC1CCCC1)C(NS(=O)(=O)c1cccc2nsnc12)c1ccccc1 (centres undefined)	-4	-22	4	0.0	2	i	7	-10	6
CCN(CC(=O)Nc1c(F)cccc1F)C(=O)c1cc(S(=O)(=O)N2CCOCC2)ccc1N1CCCC1	-6	2	5	-0.1	1	i	10	1	-5

Compound profiles, from the list above.
`O=C(NC1CCCC1)C(NS(=O)(=O)c1cccc2nsnc12)c1ccccc1` (centres undefined) is listed with FAS-TE inh = -4; eLon inh = -22; CendR NRP1 mod = 4; MsrA inhibitor = 0.0; Rin1 Abl inh = 2; Neddylation inh = i; SKN-1 block = 7; bovine MsrA act = -10; MT1-MMP act inh = 6
`Cn1c(=O)c2c(-c3ccccc3)n(N3CCOCC3)cc2n(C)c1=O` is listed with FAS-TE inh = -4; eLon inh = 0; CendR NRP1 mod = -11; MsrA inhibitor = -0.2; Rin1 Abl inh = 2; Neddylation inh = i; SKN-1 block = 5; bovine MsrA act = -2; MT1-MMP act inh = 5
